High-throughput results from PubChem.
M1 PAM: human M1 muscarinic receptor positive allosteric modulators, primary screen, CHO-K1 cells, Fluo-8 calcium fluorescence, 1536-well; CHO-K1 hM1, ACh EC20; 0% = ACh EC20, 100% = maximal ACh; 360,000 tested, 0.088% active; Muscarinic acetylcholine receptor M1 (Homo sapiens), P11229; activation, % at 3 µM; in the data active means activation above about 19%, passing the limit was not always enough
CHRM1 agonist: human M1 muscarinic receptor agonists, primary screen, Fluo-8 calcium fluorescence, CHO-K1 cells, HTS; Muscarinic acetylcholine receptor M1 (Homo sapiens), P11229; CHO-K1 hM1, agonist mode; 0% DMSO, 100% acetylcholine EC100; activation, % at 3 µM; 360,000 tested, 0.33% active;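 active means activation above the run's mean compound activation plus 3 SD, cut at about 16% in these data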;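 further: peak over basal fluorescence ratio within a 140 s kinetic read after compound addition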
CHO parental Ca: ATP-evoked calcium signal inhibitors, parental CHO, primary screen, counter-screen for OX1R antagonist project, cell-based, fluorescence, Fluo-8 calcium dye; inhibition, % at 5.6 µM; 330,000 tested, 0.63% active; parental CHO-K1, ATP-induced calcium, Fluo-8 fluorescence;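 active means inhibition above that plate's mean sample inhibition plus 3 SD, cut at about 26% in these data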;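 further: 0% = ATP-challenged DMSO wells and 100% = DMSO wells without ATP; some compounds past the cut are filed as inactive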
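Test system: parental CHO cells; detection: calcium-sensitive Fluo-8 fluorescence; evaluation: percent inhibition of calcium signal; also added: ATP as calcium-mobilizing challenge; repeats: one well per compound; control set: ATP-challenged DMSO wells low, unchallenged DMSO wells high; compound: single nominal dose of 5.6 µM per compound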
M1 ag parental: counter-screen for M1 agonists: effect in parental CHO-K1 cells; Fluo-8 calcium fluorescence; scaled to maximal ATP response, vehicle zero; activation, % at 3 µM; 360,000 tested, 0.48% active; AID 602248, 2012; in the data active means activation above about 15%;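 further: untransfected CHO-K1 host cells lacking M1 receptor as counterscreen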
CHRM4 antagonist: human M4 muscarinic receptor antagonists, primary screen, CHO cells, Fluo-8 calcium fluorescence; Muscarinic acetylcholine receptor M4 (Homo sapiens), P08173; 360,000 tested, 0.73% active; inhibition, % at 3 µM; CHO-hM4 cells, ACh EC80;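 active means inhibition above its plate's cutoff, the mean inhibition of sample wells plus 3 SD, cut at about 27% in these data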;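 further: 0% = acetylcholine EC80 with DMSO and 100% = DMSO without agonist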
Target sequence (P08173 whole entry, looked up): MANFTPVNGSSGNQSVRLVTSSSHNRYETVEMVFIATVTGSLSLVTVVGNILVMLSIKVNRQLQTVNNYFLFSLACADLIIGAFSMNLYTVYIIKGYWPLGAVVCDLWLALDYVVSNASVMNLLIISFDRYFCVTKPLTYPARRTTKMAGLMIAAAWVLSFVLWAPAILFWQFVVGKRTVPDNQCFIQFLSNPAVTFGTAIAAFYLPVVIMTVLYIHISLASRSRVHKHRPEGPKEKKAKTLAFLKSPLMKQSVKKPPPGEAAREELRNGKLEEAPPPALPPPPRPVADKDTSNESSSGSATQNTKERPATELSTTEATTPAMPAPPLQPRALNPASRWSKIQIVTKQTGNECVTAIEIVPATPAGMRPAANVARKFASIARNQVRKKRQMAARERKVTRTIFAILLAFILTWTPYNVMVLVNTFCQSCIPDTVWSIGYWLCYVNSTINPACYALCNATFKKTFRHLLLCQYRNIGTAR
OXTR potentiate: human OXTR potentiators, primary screen, fluorescence, CHO-OTR cells, Fluo-8 calcium; Fluo-8 calcium fluorescence, potentiator mode; 0% = oxytocin EC15, 100% = EC100; activation, % at 3 µM; 320,000 tested, 0.061% active;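 active means activation above that plate's cutoff, the mean activation of tested compounds plus 3 SD, cut at about 6.6% in these data, passing the limit was not always enough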;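 further: 100% uses oxytocin at 75 nM as the full agonist control; some results filed as inactive read as strong as hits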
Target sequence (P30559 whole entry, looked up): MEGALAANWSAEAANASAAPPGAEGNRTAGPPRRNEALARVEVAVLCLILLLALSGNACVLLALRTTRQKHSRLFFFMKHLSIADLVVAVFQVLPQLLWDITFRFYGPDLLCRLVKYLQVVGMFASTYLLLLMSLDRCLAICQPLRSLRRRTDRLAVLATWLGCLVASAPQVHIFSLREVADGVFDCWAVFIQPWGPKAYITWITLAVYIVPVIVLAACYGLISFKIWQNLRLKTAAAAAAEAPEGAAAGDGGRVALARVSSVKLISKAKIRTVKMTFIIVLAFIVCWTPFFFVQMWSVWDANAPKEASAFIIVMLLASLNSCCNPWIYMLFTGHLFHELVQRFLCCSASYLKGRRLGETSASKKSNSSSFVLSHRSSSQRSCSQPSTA
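Dosing: Single dose, 3.0 µM nominal final compound concentration | Material: Human OTR in CHO cells | Technique: Kinetic Fluo-8 calcium fluorescence | Benchmarks: EC15 oxytocin alone as 0%, 75 nM oxytocin as 100% | Probe or stimulus: Oxytocin at about EC15, sub-maximal agonist stimulus | Incubation: Compound 6 min at room temperature before oxytocin, 100 s read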
M1 antag: human M1 muscarinic receptor antagonists, primary screen, CHO-K1 cells, Fluo-8 calcium fluorescence, 1536-well | Muscarinic acetylcholine receptor M1 (Homo sapiens), P11229 | CHO-K1 hM1, ACh EC80 antagonist | inhibition, % at 3 µM | 360,000 tested, 1.3% active | AID 588852, 2011;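 active means percent inhibition above its own plate's cutoff, namely the mean of that plate's compound wells plus 3 SD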;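 further: peak over basal fluorescence ratio during 140 s after agonist addition; 0% = ACh EC80 plus DMSO and 100% = DMSO alone without agonist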
M4 ag: human M4 muscarinic receptor agonists, primary screen, CHO-K1 cells, Fluo-8 calcium fluorescence; activation, % at 3 µM; CHO-K1 hM4/Gqi5; vehicle 0%, full acetylcholine response 100%; Muscarinic acetylcholine receptor M4 (Homo sapiens), P08173; 360,000 tested, 0.14% active;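 active means activation above the run mean over all test wells plus 3 SD, cut at about 32% in these data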;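 further: peak over basal fluorescence ratio per well then scaled between controls; 0% = DMSO wells and 100% = acetylcholine at EC100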
CHO-K1 Ca antag: M1 antagonist counterscreen hit in parental CHO-K1 cells. AID 602250. ATP-induced calcium, Fluo-8 fluorescence. inhibition, % at 3 µM. 360,000 tested, 0.6% active;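 active means inhibition above a per-plate cutoff, the plate's mean sample inhibition plus 3 SD, cut at about 24% in these data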;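 further: 0% = DMSO plus EC80 ATP and 100% = DMSO alone without ATP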
* = called active by the depositor; . = not tested or not shown.

SMILES	M1 PAM	CHRM1 agonist	CHO parental Ca	M1 ag parental	CHRM4 antagonist	OXTR potentiate	M1 antag	M4 ag	CHO-K1 Ca antag
COCCn1c(SCC(=O)NCc2ccc3c(c2)OCO3)nnc1C(C)C	12	-2	-4	0.1	7	-4	-14	-1	1
CCc1ccc(C(=O)Nc2cc(C)ccc2F)s1	9	-7	-12	0.1	-5	0	-15	-1	-19
CC(C)(C)C1c2[nH]c3ccccc3c2CCN1Cc1cccc(OCCO)c1 (stereo unspecified)	7	-11	-20	1.0	0	-11	2	2	-2
Cc1ccccc1OCC(=O)Nc1cc(S(=O)(=O)N2CCCCC2)ccc1N1CCN(C)CC1	10	-14	-5	2.9	-10	-5	-2	12	-14
CN(C)CCNc1nc(S(=O)(=O)c2ccccc2)c(Cl)s1	-6	-7	1	2.0	0	-1	8	1	-12
CCC(=O)Nc1cccc(NC(=O)c2cccc([N+](=O)[O-])c2C)c1	-4	-5	-3	1.6	5	-1	-3	6	1
COc1ccc2nc(SCC(N)=O)cc(C)c2c1	7	4	-27	0.4	-3	-5	-10	1	-7
COC(=O)C1C2C=CC3(CN(c4cccc(C)c4)C(=O)C13)O2 (stereo unspecified)	10	-2	-12	-0.6	-2	-11	-7	0	-2
O=C(NCCc1ccccc1)c1ccc(-c2cccnc2)c2ccoc12	-9	-3	.	3.9	-11	.	2	9	-2
O=C(Cc1ccccc1)n1nc(-c2ccco2)nc1SCc1ccccc1	-1	-2	-4	0.3	9	1	1	2	8
O=C(N/N=C/c1cn[nH]c1-c1ccc(Cl)cc1)c1ccc([N+](=O)[O-])cc1	-9	-5	-9	1.5	-7	-14	9	4	-1
O=C(NCc1ccc(F)cc1Cl)C1CCN(S(=O)(=O)N2CCCCC2)CC1	13	4	2	6.6	-8	-19	-7	9	-9
CCCOc1ccc(C(F)(F)F)cc1NC(=O)C1CC(=O)N(Cc2ccco2)C1 (stereo unspecified)	-7	-1	-16	0.9	1	-2	14	3	-13
Cc1cccn2c(CNCC3OCCc4ccccc43)c(C(=O)N3CCCCC3)nc12 (stereo unspecified)	-11	-5	-22	3.3	7	-4	11	7	-1
CN1CC(=O)Nc2ccc(F)cc2C1=O	6	0	4	0.2	6	-13	0	1	6
CCCCN(C)Cc1c(C)[nH]c2ccccc2c1=O	10	-6	0	1.3	3	-8	-17	1	-13
CC(=O)Nc1sc(N/N=C\c2cccc(Cl)c2)nc1-c1cccs1	5	-3	-18	0.2	-2	-1	-4	0	3
Cc1ccc(Cn2nnc3c(=O)[nH]c(C4CCCN(C(=O)c5ccco5)C4)nc32)cc1 (stereo unspecified)	7	-5	-15	1.5	11	-8	-4	1	-12
O=C(NCCCN1CCOCC1)c1ccc(CS(=O)(=O)c2c(Cl)cccc2Cl)o1	1	-11	-6	0.1	-12	-6	-9	0	-3
CC(C)(C)c1ccccc1OCC(=O)NCCCn1ccnc1	4	-10	-12	2.0	-8	-2	-5	2	-4
CCOC(=O)Nc1cc(OC)cc2ccc(C)nc12	9	-5	.	-0.1	-5	.	-7	-1	-14
Nc1nc(N)nc(-c2cccc([N+](=O)[O-])c2)n1	3	-2	.	0.2	3	.	-2	1	0
Cc1cccc(C)c1NC(=O)CN(C)c1ccc(C(F)(F)F)cn1	7	-4	-2	0.8	-11	-3	-3	2	-10
CCC(=O)Nc1ccc(NC(=O)c2ccccc2Cl)nc1	7	-3	-2	0.5	0	-2	-3	1	-1
CC1CN(C(=O)c2c([N+](=O)[O-])cnn2C)CC(C)O1 (stereo unspecified)	-7	-2	-1	-0.1	2	3	11	1	-13

The results go on.
SMILES	M1 PAM	CHRM1 agonist	CHO parental Ca	M1 ag parental	CHRM4 antagonist	OXTR potentiate	M1 antag	M4 ag	CHO-K1 Ca antag
CC(=O)c1sc(NC(=O)c2ccc(Cl)cc2)nc1C	10	-2	-9	0.7	-7	-1	-14	1	-9
O=C(COc1ccc(S(=O)(=O)N2CCCCC2)cc1)NCc1cccnc1	4	-7	-13	0.8	-2	5	-7	2	-12
Cc1ccc(OCCCC(=O)Nc2ccc(N3CCOCC3)cc2)c(C)c1	-1	-1	-18	3.1	-5	-10	-1	4	-9
COCCn1c(-c2ccc(OC)cc2)c(-c2ccc(OC)cc2)oc1=O	0	-5	-9	0.7	-4	-7	4	0	-12
O=C(NCC1CCCO1)c1ccc(NC(=O)c2ccc(Br)cc2)cc1 (stereo unspecified)	14	-3	-24	1.3	2	-6	-9	2	2
Cc1cccc(OCC(=O)Nc2ccc3oc(=O)ccc3c2)c1	1	8	10	19*	10	-9	3	8	3
CSC(C(=O)c1cc2ccccc2o1)c1ccccc1 (stereo unspecified)	8	-2	-18	-0.1	8	-3	-9	-1	-10
CC1=C(C)CC(C(=O)NCc2ccccc2F)C(C(=O)O)C1 (stereo unspecified)	10	-4	2	0.7	-27	-5	-20	1	-20
COc1ccc(CCC(C)NCCc2ccc(Cl)cc2Cl)cc1 (stereo unspecified)	-16	-6	0	8.5	11	-20	15	12	-6
COc1ccc(/C=C/C(=O)c2cc(Br)ccc(=O)c2O)cc1	14	-4	-2	-0.5	-2	-4	-6	1	-10
COc1ccccc1NC(=S)N1CCc2cc(OC)c(OC)cc2C1	-1	-3	-9	-0.1	4	-8	-1	0	24*
Cc1cc2c(ncn2C)c(NS(=O)(=O)c2ccccc2Cl)c1C	-4	-2	-18	4.3	4	-13	17	0	17
CCCC1=Nc2cc(C(=O)NCCN3CCCC3)ccc2Sc2ccccc21	-21	-6	-20	1.3	8	-3	44*	3	-9
Nn1c(SCc2ccccc2)nnc1-c1ccccn1	14	-4	-1	0.4	16	-7	-6	1	-6
Cc1nc2ncnn2c(C)c1Cc1c(Cl)cccc1Cl	-1	-4	-5	1.0	5	-4	-18	1	-3
S=C(NCc1ccco1)NCC1CCCO1 (stereo unspecified)	4	-5	-13	0.6	-3	-1	-2	1	-8
CCOC(=O)C1=CN(CC2CCCCC2)CCC1=O	-4	-1	.	0.2	-1	.	14	-2	0
N=C(N)SCc1nc2ccccc2c(=O)n1-c1ccccc1Cl	1	-4	-13	0.5	-5	-21	-3	0	-11
CCN(Cc1ccc2c(c1)OCO2)C(=O)CSc1ncnc2sccc12	-2	-3	-6	3.0	-19	-5	2	11	-11
CN1C(C(=O)NCc2ccc(OC(F)(F)F)cc2)CC2Cn3c(nc4ccccc43)C21 (stereo unspecified)	6	-8	-19	0.1	2	-16	-13	4	-16
Cc1ccc(-c2ccc(OCC(=O)N3CCOCC3)cc2)cc1	5	0	-1	1.6	-11	-18	1	5	-9
Cc1cc(=O)oc2cc(OC(C)C(=O)N3CCOCC3)c(Cl)cc12 (stereo unspecified)	11	0	.	0.9	-7	.	-13	1	8

A stretch taken from the entries so far, as a working copy:
SMILES	M1 PAM	CHRM1 agonist	CHO parental Ca	M1 ag parental	CHRM4 antagonist	OXTR potentiate	M1 antag	M4 ag	CHO-K1 Ca antag
O=C(COc1ccc(S(=O)(=O)N2CCCCC2)cc1)NCc1cccnc1	4	-7	-13	0.8	-2	5	-7	2	-12
Cc1ccc(OCCCC(=O)Nc2ccc(N3CCOCC3)cc2)c(C)c1	-1	-1	-18	3.1	-5	-10	-1	4	-9
COCCn1c(-c2ccc(OC)cc2)c(-c2ccc(OC)cc2)oc1=O	0	-5	-9	0.7	-4	-7	4	0	-12
O=C(NCC1CCCO1)c1ccc(NC(=O)c2ccc(Br)cc2)cc1 (stereo unspecified)	14	-3	-24	1.3	2	-6	-9	2	2
Cc1cccc(OCC(=O)Nc2ccc3oc(=O)ccc3c2)c1	1	8	10	19*	10	-9	3	8	3
CSC(C(=O)c1cc2ccccc2o1)c1ccccc1 (stereo unspecified)	8	-2	-18	-0.1	8	-3	-9	-1	-10
CC1=C(C)CC(C(=O)NCc2ccccc2F)C(C(=O)O)C1 (stereo unspecified)	10	-4	2	0.7	-27	-5	-20	1	-20
COc1ccc(CCC(C)NCCc2ccc(Cl)cc2Cl)cc1 (stereo unspecified)	-16	-6	0	8.5	11	-20	15	12	-6
COc1ccc(/C=C/C(=O)c2cc(Br)ccc(=O)c2O)cc1	14	-4	-2	-0.5	-2	-4	-6	1	-10
COc1ccccc1NC(=S)N1CCc2cc(OC)c(OC)cc2C1	-1	-3	-9	-0.1	4	-8	-1	0	24*
Cc1cc2c(ncn2C)c(NS(=O)(=O)c2ccccc2Cl)c1C	-4	-2	-18	4.3	4	-13	17	0	17
CCCC1=Nc2cc(C(=O)NCCN3CCCC3)ccc2Sc2ccccc21	-21	-6	-20	1.3	8	-3	44*	3	-9
Nn1c(SCc2ccccc2)nnc1-c1ccccn1	14	-4	-1	0.4	16	-7	-6	1	-6
Cc1nc2ncnn2c(C)c1Cc1c(Cl)cccc1Cl	-1	-4	-5	1.0	5	-4	-18	1	-3
S=C(NCc1ccco1)NCC1CCCO1 (stereo unspecified)	4	-5	-13	0.6	-3	-1	-2	1	-8
CCOC(=O)C1=CN(CC2CCCCC2)CCC1=O	-4	-1	.	0.2	-1	.	14	-2	0
N=C(N)SCc1nc2ccccc2c(=O)n1-c1ccccc1Cl	1	-4	-13	0.5	-5	-21	-3	0	-11
